# High-throughput results: PubChem BioAssay, several laboratories
# Rpn11 block: Rpn11 (PSMD14) deubiquitinase inhibitors, primary screen, biochemical, fluorescence polarization, uHTS; 26S proteasome non-ATPase regulatory subunit 14 (Homo sapiens), O00487; human 26S proteasome, Ub4-pepOG fluorescence polarization; 20S core pre-blocked with epoxomicin; calls only at 20 µM; 360,000 compounds, 0.59% hits;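 active = inhibition at 20 µM, scaled to each plate's controls, above about 33%, limit read from the data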
# Target sequence (O00487 whole entry, looked up): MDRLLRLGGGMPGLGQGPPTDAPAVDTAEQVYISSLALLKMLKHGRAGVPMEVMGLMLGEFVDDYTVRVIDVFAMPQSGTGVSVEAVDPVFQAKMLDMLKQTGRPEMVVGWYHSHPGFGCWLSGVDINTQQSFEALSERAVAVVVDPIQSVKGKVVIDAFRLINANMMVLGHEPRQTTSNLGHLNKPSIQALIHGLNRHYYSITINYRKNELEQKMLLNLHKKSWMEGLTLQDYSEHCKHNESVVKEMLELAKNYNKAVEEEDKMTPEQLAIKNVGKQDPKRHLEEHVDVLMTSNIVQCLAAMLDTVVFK
# CSN inh: inhibitors of CSN-mediated cullin deneddylation, primary screen, biochemical, fluorescence polarization, uHTS; inhibition, % at 12.5 µM; 360,000 compounds, 0.38% hits; Purified CSN, SCF-Nedd8-OG deneddylation;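 active = pattern-corrected inhibition above about 35%, with an unprinted fluorescence ratio check between 0.5 and 1.5, limit read from the data, passing the limit was not always enough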;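 note: 0% = enzyme with substrate and 100% = substrate without enzyme; some results filed as inactive read as strong as hits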
#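 Assay system: HEK293T-derived human Csn5 enzyme; quantity: 0.24 nM enzyme; medium: Tris/NaCl/DTT buffer, pH 7.5; also added: substrate SCFSkp2-Nedd8OG, 10 nM; doses: 12.5 µM compound; schedule: 90 min reaction at room temperature; signal: FP; read-out: % inhibition of substrate cleavage by Csn5; benchmarks: substrate-only high control, full reaction low control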
# PABP1 MLLE inh: inhibitors of PABP1 MLLE–PAM2 peptide binding, primary screen, biochemical, fluorescence polarization, FITC-PAM2, GST-MLLE | Polyadenylate-binding protein 1 (Homo sapiens), P11940 | inhibition, % at 20 µM | 360,000 compounds, 0.36% hits | AID 588489, 2011; in the data active = inhibition above about 35%, passing the limit was not always enough;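 note: plate controls were DMSO wells with GST-MLLE for no effect and wells lacking GST-MLLE protein for full effect; some results filed as inactive read as strong as hits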
# Target sequence (P11940 whole entry, looked up): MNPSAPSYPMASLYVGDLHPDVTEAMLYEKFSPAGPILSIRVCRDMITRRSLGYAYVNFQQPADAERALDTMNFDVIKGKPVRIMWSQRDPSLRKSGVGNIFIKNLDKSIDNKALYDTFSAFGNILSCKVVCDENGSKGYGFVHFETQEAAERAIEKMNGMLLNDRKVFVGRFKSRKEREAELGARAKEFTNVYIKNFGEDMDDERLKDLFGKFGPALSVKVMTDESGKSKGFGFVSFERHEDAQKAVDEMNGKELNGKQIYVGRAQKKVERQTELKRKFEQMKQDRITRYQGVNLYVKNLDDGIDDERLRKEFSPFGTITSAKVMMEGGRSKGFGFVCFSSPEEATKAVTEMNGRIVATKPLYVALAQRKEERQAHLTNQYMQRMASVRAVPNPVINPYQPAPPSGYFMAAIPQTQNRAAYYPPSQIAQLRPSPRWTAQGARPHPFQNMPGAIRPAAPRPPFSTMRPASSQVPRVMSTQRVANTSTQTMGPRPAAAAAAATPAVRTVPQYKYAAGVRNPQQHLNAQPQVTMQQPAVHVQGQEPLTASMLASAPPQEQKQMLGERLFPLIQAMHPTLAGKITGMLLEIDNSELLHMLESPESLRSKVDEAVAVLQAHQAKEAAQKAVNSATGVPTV
# STEP block: STEP phosphatase inhibitors, primary screen, biochemical, fluorescence intensity, uHTS; Tyrosine-protein phosphatase non-receptor type 5 (Homo sapiens), P54829; recombinant STEP, OMFP fluorogenic substrate; inhibition, % at 20 µM; 360,000 compounds, 0.25% hits; AID 588621, 2011;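 active = inhibition at 20 µM, scaled per plate between control wells, above about 37%, limit read from the data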;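 note: 0% = DMSO with enzyme and substrate and 100% = substrate only without enzyme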
#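 Assay system: isolated STEP enzyme / Timing: 20 min at room temperature, dark / Doses: 20 µM, 1% DMSO / Technique: fluorescence intensity, excitation 480 nm, emission 540 nm / Reagent: fluorogenic phosphatase substrate OMFP at 25 µM final / Measure: percent inhibition scaled to no-enzyme and uninhibited-enzyme controls, plate-pattern corrected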
# SUMO1-SIM PPI: modulators of SUMO1 protein-protein interactions, primary screen, biochemical, uHTS | AID 602429, 2012 | inhibition, % at 20 µM | Small ubiquitin-related modifier 1 (Homo sapiens), P63165 | 360,000 compounds, 0.33% hits | SUMO1 binding to a labelled peptide, TR-FRET, 1 h; in the data active = inhibition above about 37%
# Target sequence (P63165 whole entry, looked up): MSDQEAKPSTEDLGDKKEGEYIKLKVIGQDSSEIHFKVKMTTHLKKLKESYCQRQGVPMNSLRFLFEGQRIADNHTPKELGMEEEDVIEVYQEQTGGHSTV
# NadD block: inhibitors of S. aureus NadD, primary screen, biochemical, colorimetric, uHTS | inhibition, % at 20 µM | Nicotinate-nucleotide adenylyltransferase NadD (Staphylococcus aureus N315) | purified NadD enzyme, colorimetric absorbance read-out | AID 602399, 2012 | 360,000 compounds, 0.78% hits; in the data active = inhibition above about 26%; note: some compounds past the cut are filed as inactive
# LMPTP block: LMPTP phosphatase inhibitors, primary screen, biochemical, fluorescence intensity, uHTS; recombinant LMPTP-A, OMFP fluorogenic substrate; Low molecular weight phosphotyrosine protein phosphatase (Homo sapiens), P24666; 360,000 compounds, 0.22% hits; inhibition, % at 20 µM;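 active = compounds that cut the enzyme signal by at least half of the control window in the single-dose screen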;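 note: plate controls were DMSO wells with enzyme plus substrate for no effect and substrate without enzyme for full effect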
#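 Test system – LMPTP-A phosphatase enzyme · Quantity – 0.625 nM LMPTP-A final · Reagent – OMFP substrate, 400 µM final · Dosing – one test concentration per compound, 20 µM, with 3% DMSO overall · Timing – 50 min enzyme reaction at room temperature, protected from light · Detection – fluorescence intensity · Controls – substrate-only low control, DMSO enzyme-plus-substrate high control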
# DNMT1 block: human DNMT1 methyltransferase inhibitors, primary screen, biochemical, molecular beacon, fluorescence, HinP1I cleavage, uHTS; inhibition (reported as % activation of signal), % at 10 µM; 360,000 compounds, 0.83% hits; AID 588458, 2011; in the data active = inhibition above about 50%
# TbMetRS inhib: T. brucei MetRS inhibitors, primary screen, biochemical, luminescence | purified T. brucei MetRS, ATP depletion, Kinase-Glo luminescence | inhibition, % at 11.9 µM | 360,000 compounds, 0.4% hits;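 active = inhibition above a per-plate cutoff of the control wells' mean inhibition plus 3 SD, cut at about 5.5% in these data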;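 note: 0% = DMSO wells median and 100% = median of wells with control inhibitor compound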
#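 Test system: purified T. brucei MetRS enzyme. Also added: ATP, methionine and E. coli bulk tRNA substrates. Compound: 11.9 µM single point. Schedule: 15 min enzyme-compound preincubation, 2 h reaction, 10 min detection, 25 °C. Signal: luciferase luminescence of residual ATP, Kinase-Glo. Evaluation: percent inhibition versus plate control medians. Controls: DMSO wells, low control.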
# Scp1 inh: Scp-1 phosphatase inhibitors, primary screen, biochemical, colorimetric, uHTS; Recombinant Scp1, phosphopeptide, malachite green phosphate absorbance; inhibition, % at 20 µM; 340,000 compounds, 0.88% hits;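 active = inhibition above about 50% at 20 µM, limit read from the data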;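 note: plate controls were DMSO wells with enzyme for no effect and wells lacking enzyme for full effect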
#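 Test system: SCP-1 phosphatase catalytic domain, residues 76-261; measured by: colorimetric phosphate reagent with accelerator and stabiliser, absorbance at 630 nm; timing: enzyme reaction 45 min at room temperature, colour 5 min, stabilisation 30 min; also added: Phosphorylated 17-residue peptide substrate; compound dosing: one concentration, 20 µM, with 1.0% DMSO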
# Numbers without * were called inactive; i = inactive; · = no result given; + = active, no number. Random draw from the library; about 3.6% have a hit in one of these screens.
SMILES,Rpn11 block,CSN inh,PABP1 MLLE inh,STEP block,SUMO1-SIM PPI,NadD block,LMPTP block,DNMT1 block,TbMetRS inhib,Scp1 inh
COc1ccccc1NS(=O)(=O)c1cc([N+](=O)[O-])ccc1N/N=C/c1c[nH]c2ccccc12,+,21.5,-129.5,-4.5,-13.4,25.6,9.5,-23.3,-0.2,-8.5
Cc1cccn2c(CNCC(C)Oc3cccnc3)c(C(=O)N3CCOCC3)nc12 (stereo not drawn),i,3.0,-6.3,-1.4,-2.6,-5.5,-1.6,1.6,0.9,-7.4
O=C(CNCc1ccc(Cl)cc1)Nc1cc(S(=O)(=O)N2CCCC2)ccc1Cl,i,4.5,5.2,1.8,1.5,1.0,1.1,-11.4,-0.1,-0.1
Cn1nnnc1SCc1ccc(C(=O)Nc2ccccc2F)cc1,i,3.0,-22.6,0.8,1.8,1.6,0.9,-0.3,-0.6,-5.7
O=c1[nH]nc(SCCS(=O)(=O)c2ccc(F)cc2)n1-c1ccccc1C(F)(F)F,i,3.5,22.0,-1.3,0.9,-1.7,-1.7,2.2,-0.8,-13.3
CC(=O)c1cccc(S(=O)(=O)N2CCC(C(=O)O)CC2)c1,i,-0.3,1.7,0.5,4.9,-2.6,-0.6,9.1,-0.7,5.0
CCN(CC1CCCO1)C(=O)CCc1nnc(CCc2ccccc2)o1 (stereo not drawn),i,-10.1,-1.4,0.3,-1.1,0.8,0.6,6.8,-0.2,·
C[C@@H]1CN([C@@H](C)CO)C(=O)CCCn2nncc2CO[C@H]1CN(C)S(=O)(=O)c1ccc(C#N)cc1,i,-4.5,-5.0,3.0,2.9,-3.0,-1.5,3.9,-0.9,·
CC1=C(C#N)C(C)C2=C(CC(C)(C)CC2=O)N1 (stereo not drawn),i,-6.1,0.2,-1.5,-3.4,3.9,-0.3,1.3,-0.1,0.2
COc1cccc(OC)c1C(=O)N1CCN(Cc2ccccc2C(F)(F)F)CC1,i,-0.9,-6.9,-1.5,-3.0,-6.2,-1.5,-2.5,-0.3,-7.0
Cn1c(=O)[nH]c(=O)c2c1nc(SCCN1CCCCC1)n2Cc1ccccc1,i,1.3,-11.1,-2.4,1.3,-2.0,-1.7,-0.8,0.0,-1.0
Cc1ccc(S(=O)(=O)c2c(N)n(CCCO)c3nc4ccccc4nc23)cc1,i,40.7*,14.5,-3.7,44.7*,1.7,3.7,69.8*,0.5,-0.4
CC1CCCN(S(=O)(=O)c2cccc(C(=O)NCc3ccco3)c2)C1 (stereo not drawn),i,6.6,3.2,-1.5,-1.0,-0.9,-0.5,4.9,-0.2,-1.7
COc1ccc(Cn2nnnc2C(c2cccs2)N2CCN(c3ccc([N+](=O)[O-])cc3)CC2)cc1 (stereo not drawn),+,-3.5,-3.8,1.3,-5.8,10.0,1.1,2.4,-0.1,5.2
O=C(O)c1cnc(-c2ccccc2)nc1-c1ccccc1,i,0.7,-1.0,-2.0,3.2,-2.5,-1.1,0.2,-0.3,-6.7
COc1cc(NC(=O)CN2C(=O)COc3ccc(S(=O)(=O)N4CCCCC4)cc32)cc(OC)c1,i,3.8,-6.3,-0.4,23.7,-6.5,0.3,-3.7,0.5,-8.6
CC(=O)N1CCN(c2ccc(Oc3ccc([N+](=O)[O-])c(C(F)(F)F)c3)cc2)CC1,i,-3.9,-5.2,3.2,-19.9,-6.3,1.1,2.6,1.0,-7.7
COC(=O)Cn1cc(C(=O)c2cccs2)c2ccccc21,i,-1.7,1.7,1.9,-0.8,-0.3,-1.4,2.7,0.4,-8.1
COc1cn(-c2ccccc2)nc1C(=O)Nc1ccc(C)cc1Cl,i,4.4,-1.6,7.8,38.7,-3.6,25.5,3.4,-0.1,47.9
CCOc1ccc(NC(=O)CCNS(=O)(=O)c2ccc(Br)s2)cc1,i,-1.9,7.3,-1.9,-17.1,5.0,-0.4,-1.1,-1.1,4.5
COc1ccc(C(CNC(=O)c2cc(S(=O)(=O)Nc3cccc(C)c3)ccc2C)N2CCOCC2)cc1 (stereo not drawn),i,4.5,-0.6,-0.5,-4.7,1.2,-1.2,-2.1,-0.2,-8.1
Cc1nn(C)c(C)c1NC(=O)c1ccc(S(=O)(=O)N(C)C)cc1,i,-0.5,-10.8,-1.7,3.3,-3.8,-1.2,2.2,-1.4,-1.3
O=C(CN1C(=O)NC2(CCCC2)C1=O)OCCOc1ccccc1Cl,i,2.6,-5.1,-2.9,-0.2,0.7,-1.1,6.2,-0.5,-1.2
CCOC(=O)c1nc(Nc2ccc(C(=O)O)cc2)c2ccccc2n1,i,0.9,-2.1,4.8,7.8,-2.2,-0.2,-2.7,0.5,-4.2
COc1ccc(N2CCN(CC(=O)c3c(C)n(C)c4ccc(OC)cc34)CC2)cc1,i,-3.7,-12.3,2.8,-4.7,-1.6,2.3,-2.0,0.0,-4.2
Cc1ccc(CNc2ccc(N3C(=O)CC(C)C3=O)cc2[N+](=O)[O-])cc1 (stereo not drawn),i,-13.6,3.4,-0.4,-34.5,-2.5,1.4,-0.2,-0.1,-7.3
O=C(NC1=NCCS1)c1ccc(-c2ccc(Cl)cc2)o1,i,-3.0,0.0,-0.1,-19.7,-0.4,2.2,-0.4,0.0,0.2
C#CC1(O)CCC2C3CCc4cc(O)cc(C)c4C3CCC21C (stereo not drawn),i,2.0,17.1,-3.3,3.3,-4.8,-0.4,-6.1,-0.3,0.0
COCC(=O)n1nc(-c2ccccc2)nc1NCc1ccccc1,i,-11.9,-2.5,-2.2,3.1,-4.2,1.3,-0.5,-0.8,-2.5
O=C(Nc1ccc(F)cc1)NC1(C(=O)NCc2cccs2)CCCCC1,i,0.3,28.0,-2.1,-2.3,0.0,-1.6,4.9,-0.6,16.1

# Exported with tabs: 3 of the compounds above
SMILES	Rpn11 block	CSN inh	PABP1 MLLE inh	STEP block	SUMO1-SIM PPI	NadD block	LMPTP block	DNMT1 block	TbMetRS inhib	Scp1 inh
COc1ccc(C(CNC(=O)c2cc(S(=O)(=O)Nc3cccc(C)c3)ccc2C)N2CCOCC2)cc1 (stereo not drawn)	i	4.5	-0.6	-0.5	-4.7	1.2	-1.2	-2.1	-0.2	-8.1
Cc1nn(C)c(C)c1NC(=O)c1ccc(S(=O)(=O)N(C)C)cc1	i	-0.5	-10.8	-1.7	3.3	-3.8	-1.2	2.2	-1.4	-1.3
O=C(CN1C(=O)NC2(CCCC2)C1=O)OCCOc1ccccc1Cl	i	2.6	-5.1	-2.9	-0.2	0.7	-1.1	6.2	-0.5	-1.2

# (continued)
SMILES,Rpn11 block,CSN inh,PABP1 MLLE inh,STEP block,SUMO1-SIM PPI,NadD block,LMPTP block,DNMT1 block,TbMetRS inhib,Scp1 inh
N=C1C(c2ccccc2)=C(O)CN1c1cccc(S(=O)(=O)Nc2cccc(C(F)(F)F)c2)c1,i,1.9,-10.1,-5.8,3.4,4.8,-0.7,-0.8,-0.3,2.1
C=CCn1c(SCC(=O)c2ccc(Br)cc2)nnc1C(CC(C)C)NC(=O)c1cccs1 (stereo not drawn),i,2.7,-88.3,-1.6,-3.5,4.2,3.4,-8.7,-0.6,-2.5
CCc1ccc2c(c1)c1nc(C)sc1n2CC(=O)OC,i,1.5,-2.0,-1.8,1.0,2.4,-0.2,-12.2,-0.4,-6.1
Cc1nc2ccccc2c(=O)n1/N=C/c1ccccc1,i,-1.9,-6.6,1.4,3.8,-2.6,-0.9,1.3,-0.4,-4.6
N/C(=N\OC(=O)COc1ccc(Br)cc1)c1ccncc1,i,-4.2,-2.9,1.7,0.8,-0.1,-2.3,-4.7,-1.0,2.7
Cc1ccc(OCc2cnc(Cl)s2)c(C)c1,i,3.1,-7.4,1.5,4.3,-10.3,2.6,-0.1,0.0,-13.5
O=C(COc1ccc(Cl)cc1Cl)Nc1ccc(Cl)cn1,i,-0.2,3.1,-0.9,-1.1,1.5,0.8,-2.5,-0.1,-5.5
COc1cc(CCC(O)CC(=O)CCc2ccccc2)ccc1O (stereo not drawn),i,1.0,-1.7,-0.9,1.1,5.7,0.5,-0.3,-0.8,28.5
COC(=O)c1cccc(NC(=O)c2cnccn2)c1,i,-0.1,-4.7,-3.3,-4.8,1.2,-0.1,0.7,0.2,-13.9
COc1ccccc1CN1C(=O)C(Cc2ccccc2)ON=C1c1ncccc1C (stereo not drawn),i,-4.7,17.5,0.7,4.1,2.4,1.1,2.4,-0.8,·
O=C(CC1CC2CCC1C2)N1CCN(S(=O)(=O)c2ccccc2[N+](=O)[O-])CC1 (stereo not drawn),i,-1.7,-5.6,0.3,-2.4,-3.9,0.1,1.0,-0.6,1.1
Cc1ccc(SC[C@H](C)CN2CC[C@H](NC(=O)OCc3ccccc3)CCC2=O)cc1,i,-1.8,8.9,-3.6,-0.3,-4.5,0.0,-0.7,-0.3,-5.2
COc1ccc(NC(=O)CCSc2nnnn2C)cc1,i,-4.0,0.7,1.0,7.1,-0.4,-2.2,0.2,0.0,-11.7
COc1ccc(CN2CCN(c3ncnc4scc(-c5ccc(F)cc5)c34)CC2)cc1,i,-3.4,-2.9,0.3,-1.5,-1.9,2.2,1.1,-0.5,-2.8
Cn1c(NCc2cccnc2)nc2cc(-c3cccc(C(=O)NCCO)c3)sc2c1=O,i,-4.5,-0.3,-1.9,-19.5,1.2,0.7,2.9,0.0,·
C=CCN1C(=O)N/C(=C/c2ccc(C)o2)C1=O,i,-0.8,25.9,-2.6,-7.7,3.6,0.0,9.8,-0.3,1.0
Cc1[nH]n(-c2ccccc2)c(=O)c1N=O,i,-4.5,19.4,-1.7,-11.8,1.7,-0.8,-10.2,-0.5,-3.1
